SENP8 block = SENP8 (human) protease inhibition. 360,000 tested, 0.64% active. Q96LD8. recombinant SENP8, Nedd8 substrate fluorescence. inhibition, % at 20 µM; in the data active means inhibition mostly above about 40%, no sharp cut-off; inactive means mostly below about 27%
Target sequence (Q96LD8 whole entry, looked up): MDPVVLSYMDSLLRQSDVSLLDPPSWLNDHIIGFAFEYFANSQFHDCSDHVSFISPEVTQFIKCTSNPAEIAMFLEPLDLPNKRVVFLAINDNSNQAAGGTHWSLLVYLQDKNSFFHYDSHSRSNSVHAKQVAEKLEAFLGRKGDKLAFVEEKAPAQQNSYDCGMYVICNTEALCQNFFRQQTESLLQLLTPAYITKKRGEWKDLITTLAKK
HKDC1 inhibitor = inhibitors of human hexokinase HKDC1; Q2TB90; recombinant HKDC1, G6PDH/diaphorase resazurin coupled fluorescence; inhibition, % at 20 µM; 340,000 tested, 0.16% active; AID 493160;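 active means inhibition above about 35% when tested at 20 µM, limit read from the data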;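 further: plate controls were DMSO wells with enzyme for no effect and DMSO wells lacking enzyme for full effect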
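Test system: recombinant HKDC1 (HK5) hexokinase enzyme, produced in-house; Amount: enzyme 5 µg/mL final; Buffer or medium: Tris pH 8.0 buffer with MgCl2, Tween-20, BSA, BME; Reagent: glucose and ATP substrates; Doses: 20 µM test compound, 1% DMSO; Incubation: 90 min reaction incubation at room temperature, dark; Detection: resorufin fluorescence at 613 nm.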
SENP6 inh = inhibitors of human SENP6 protease | Recombinant SENP6 catalytic domain, aminoluciferin luminescence | inhibition, % at 10 µM | 330,000 tested, 1.8% active | AID 2599 | Q9GZR1;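 active means inhibition above about 50% at the single tested dose, limit read from the data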;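 further: plate controls were DMSO wells with enzyme for no effect and DMSO wells lacking enzyme for full effect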
Target sequence (Q9GZR1 628-1112 limits assumed): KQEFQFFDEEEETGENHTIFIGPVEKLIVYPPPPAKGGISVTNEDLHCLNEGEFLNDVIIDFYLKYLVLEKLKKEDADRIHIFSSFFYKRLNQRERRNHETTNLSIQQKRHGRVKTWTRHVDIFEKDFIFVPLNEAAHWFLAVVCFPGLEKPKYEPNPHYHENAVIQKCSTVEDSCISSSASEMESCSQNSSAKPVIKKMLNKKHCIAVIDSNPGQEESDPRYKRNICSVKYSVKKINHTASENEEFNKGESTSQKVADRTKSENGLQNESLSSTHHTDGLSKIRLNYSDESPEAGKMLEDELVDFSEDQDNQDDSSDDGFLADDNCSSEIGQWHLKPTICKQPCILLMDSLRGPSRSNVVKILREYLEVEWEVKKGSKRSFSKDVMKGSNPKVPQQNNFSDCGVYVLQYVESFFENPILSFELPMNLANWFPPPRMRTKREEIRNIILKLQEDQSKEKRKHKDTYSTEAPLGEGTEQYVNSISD
PfG6PD inh = PfG6PD (Plasmodium falciparum) enzyme inhibition | inhibition, % at 20 µM | 350,000 tested, 0.78% active | AID 504690 | PfGluPho enzyme, NADPH resazurin-diaphorase fluorescence;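 active means inhibition reaching at least a set limit at 20 µM in the primary screen, cut at about 59% in these data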;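 further: 0% = DMSO wells with substrate and 100% = DMSO wells lacking glucose-6-phosphate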
ATG4B inh = blocks human ATG4B protease cleavage of LC3 substrate; Q9Y4P1; ATG4B cleavage of LC3-PLA2, NBD-HPC fluorescence, 1 h; inhibition, % at 8.33 µM; 340,000 tested, 0.51% active; AID 504462; in the data active means inhibition above about 40%
SENP7 inh = blocks the human protease SENP7; AID 434973; recombinant SENP7, Z-RLRGG-aminoluciferin luminescence, 40 min; Q9BQF6; inhibition, % at 5 µM; 330,000 tested, 1.5% active;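 active means inhibition above about 50% at the single test dose, limit read from the data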;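 further: plate controls were DMSO with enzyme for no effect and no enzyme buffer wells for full effect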
Target sequence (Q9BQF6 706-1050 limits assumed): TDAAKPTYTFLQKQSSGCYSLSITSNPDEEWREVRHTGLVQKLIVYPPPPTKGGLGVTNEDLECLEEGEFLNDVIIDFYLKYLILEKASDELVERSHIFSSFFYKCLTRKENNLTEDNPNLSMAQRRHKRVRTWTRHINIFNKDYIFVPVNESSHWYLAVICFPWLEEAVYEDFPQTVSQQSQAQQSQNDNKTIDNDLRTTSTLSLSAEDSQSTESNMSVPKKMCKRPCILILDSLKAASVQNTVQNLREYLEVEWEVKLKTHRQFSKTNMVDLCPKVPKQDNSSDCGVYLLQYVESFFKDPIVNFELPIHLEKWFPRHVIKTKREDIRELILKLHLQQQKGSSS
MPTP block = permeability transition pore inhibition; inhibition, % at 10 µM; isolated mouse mitochondria, Ca2+ swelling absorbance, 30 min; AID 602449; 360,000 tested, 1.4% active;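 active means inhibition of 50% or more, scaled per plate between neutral and stimulator controls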;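 further: 0% = DMSO wells given calcium and 100% = 1 mM EGTA wells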
NR3A LBD binder = modulates the human NR3A ligand-binding domain; NR3A LBD differential scanning fluorimetry, Tm shift; 0% = protein alone, 100% = glycine-bound protein; Tm shift relative to glycine control, % at 25 µM; 340,000 tested, 2.5% active; AID 1259313;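 active means melting temperature shift of at least 10% of the positive control shift, at one fixed dose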
An asterisk follows results filed as active; . = not tested or not shown.

Under each structure: SENP8 block | HKDC1 inhibitor | SENP6 inh | PfG6PD inh | ATG4B inh | SENP7 inh | MPTP block | NR3A LBD binder
[1] CCc1nn(C(C)C(=O)N2CCN(c3ccc(OC)cc3)CC2)c(=O)c2cc3occc3n12 (centres undefined)
  20.6 | -2.4 | -8.8 | -5.6 | 2.7 | -3.2 | -0.8 | 0.9
[2] CCCCCOC(=O)c1ccccc1C(=O)O
  8.2 | -3.7 | -12.7 | -12.6 | 9.6 | -8.1 | -1.9 | -1.4
[3] Cc1cc(C)c(OCC(=O)Nc2ccc(NC(=O)c3ccco3)cc2)c([N+](=O)[O-])c1
  20.0 | -6.9 | . | -7.9 | 4.5 | . | 2.0 | 0.6
[4] CCO[C@H]1OC(C(N)=O)=C[C@@H](c2coc3ccccc3c2=O)[C@@H]1CCCO
  16.4 | -3.4 | 2.2 | 3.4 | -5.2 | 2.0 | -1.8 | 2.9
[5] COCC(C)n1c(C)cc(C(=O)CSc2nc3ccccc3c(=O)[nH]2)c1C (centres undefined)
  8.4 | 4.2 | -8.5 | -5.7 | 8.9 | -3.0 | 76.1* | 0.5
[6] CCOC(=O)N=Nc1c(O)n(Cc2ccccc2)c2ccccc12
  8.3 | -6.8 | -23.4 | -2.1 | -8.0 | 9.7 | 4.8 | 2.9
[7] COC(=O)C(C(=O)OC)c1ncccc1[N+](=O)[O-]
  2.4 | -1.2 | -16.6 | -6.5 | -7.8 | 0.1 | 2.1 | 1.5
[8] O=C(COc1ccc(Cl)cc1)N1CCN(c2ncccn2)CC1
  13.0 | -8.6 | -42.1 | -2.8 | -2.7 | -7.0 | 0.2 | -0.2
[9] CC(OC(=O)Nc1cccc(Cl)c1)C(=O)OC1CCCCC1 (centres undefined)
  10.2 | -0.2 | . | 25.6 | 2.4 | . | 32.9 | -5.2
[10] CCOC(=O)c1ccc(NC(=O)C2CC2)cc1
  16.7 | -6.9 | -3.4 | -16.3 | -8.8 | 12.0 | -0.2 | -0.7
[11] Cc1ccc(C(=O)NC(=S)NCC2CCCO2)cc1Br (centres undefined)
  6.1 | 4.5 | 7.3 | -3.0 | 6.0 | -22.3 | -1.4 | -2.5
[12] CCc1cccc2sc(N3CCN(C(=O)c4ccc([N+](=O)[O-])o4)CC3)nc12
  9.7 | -2.8 | 3.4 | 21.2 | -19.9 | 6.5 | -1.4 | -6.6
[13] COc1cc(C(=O)Oc2ccc(C(=S)N3CCOCC3)cc2)cc(OC)c1OC
  16.1 | -5.8 | 9.7 | -10.3 | 7.3 | 0.5 | 0.0 | 0.7
[14] CC(=O)OCC1OC(OCc2cn(C[C@H]3CC[C@H](Cn4cc(COC5OC(COC(C)=O)C(OC(C)=O)C(OC(C)=O)C5OC(C)=O)nn4)O3)nn2)C(OC(C)=O)C(OC(C)=O)C1OC(C)=O (some centres undefined)
  14.9 | -6.3 | -6.1 | 3.9 | 12.1 | -1.6 | -0.9 | -0.2
[15] Cc1c(NC(=O)Nc2ccccc2Cl)c(=O)n(-c2ccccc2)n1C
  -0.6 | -11.5 | -9.6 | -15.2 | -0.2 | 2.7 | 0.8 | 0.2
[16] CCC1=[N+](C)c2cccc3cccc(c23)N1C
  -2.7 | -0.1 | -12.3 | -12.1 | -4.1 | 8.1 | -0.1 | 0.3
[17] O=C(N(c1ccccc1)c1ccccc1)N(c1ccccc1)c1ccccc1
  -12.8 | 3.0 | -28.7 | -12.9 | -2.6 | 0.4 | 2.0 | -2.8
[18] C/C(=N\NC(=O)c1ccc(CSc2cccc3cccnc23)cc1)C1CCCCC1
  -413.0 | -0.2 | 2.1 | -20.7 | 6.7 | 0.2 | -2.0 | 4.0
[19] CCOc1ccc(Br)cc1S(=O)(=O)Nc1ccc(Cl)c(S(=O)(=O)N(C)C)c1
  5.1 | -6.8 | -10.6 | 0.4 | -1.6 | -0.4 | 13.9 | -0.5
[20] O=C(NCC(O)c1ccc([N+](=O)[O-])cc1)C1CCCCC1 (centres undefined)
  14.7 | 9.0 | -29.5 | -16.6 | -3.1 | -9.2 | -0.6 | -0.6
[21] O=C1NC(=S)S/C1=C\c1ccc(SCc2ccccc2)o1
  9.9 | 7.0 | . | -30.5 | 40.2* | . | 78.4* | -5.0
[22] O=C1C(=O)N(Cc2ccccc2)C(=O)N1CCN1C(=O)c2ccccc2C1=O
  9.1 | -12.9 | -39.2 | 4.2 | -5.6 | -9.4 | -0.3 | -0.6
[23] Cc1ccc(-c2nc3ncccc3o2)cc1N
  -474.7 | 6.7 | 20.4 | 12.7 | -0.2 | 3.2 | -0.3 | 2.4
[24] NS(=O)(=O)c1ccc(NC(=O)CCC2CCCCC2)cc1
  10.5 | -11.2 | -24.0 | -0.5 | -9.2 | -6.6 | 1.4 | -37.4
[25] C=CC[C@H](CC(=O)NCCO)C(=O)N[C@H](COC(=O)[C@@H](CC=C)Cc1ccc(F)cc1)C(C)(C)C
  2.4 | -3.5 | -2.7 | 3.0 | -8.1 | -1.3 | -0.2 | 1.4
[26] COc1ccc(C(=O)N(C)Cc2ccon2)cc1OC1CCN(C(C)C)CC1
  -3.7 | -0.5 | -2.9 | 4.8 | 17.8 | -5.4 | -2.3 | 0.4
[27] COc1ccc(NC(C)=O)cc1NC(=O)CSc1nnc(-c2ccccn2)n1C
  20.4 | 16.2 | 5.2 | -18.4 | 4.2 | -1.1 | -0.7 | 0.1
[28] CCCCCCNS(=O)(=O)c1nc2nc(C)cc(C)n2n1
  2.8 | -2.0 | 11.1 | -21.1 | -5.3 | 5.2 | -0.9 | 0.3
[29] CCC(Sc1nc2ccccc2o1)C(=O)O (centres undefined)
  9.4 | -5.8 | 2.1 | 8.7 | 0.4 | -7.7 | -1.8 | 3.2
[30] N#CC1=C(N)Oc2ccc3ccccc3c2C1c1cccnc1 (centres undefined)
  7.4 | 1.9 | . | 5.7 | -4.7 | . | -1.6 | 1.3
[31] COc1ccc(C)cc1S(=O)(=O)N1CCC(C(=O)NCCC2=CCCCC2)CC1
  2.8 | -13.5 | -6.6 | -1.5 | -4.8 | 5.6 | -0.9 | 0.5
[32] O=C(c1ccc(CS(=O)(=O)c2ccccc2)o1)N1CCN(c2ncccn2)CC1
  -23.7 | 3.1 | -12.5 | -2.3 | -12.9 | -1.7 | 1.1 | -0.2
[33] CCc1ccc(CCC(=O)Nc2ccc(C(=O)O)cc2)o1
  6.5 | -5.5 | 6.0 | 0.1 | -4.9 | 6.8 | -0.4 | 1.3
[34] COc1ccc(OC)c(C(C(=O)NCc2ccco2)N(C(=O)Cn2nnc3ccccc32)C2CC2)c1 (centres undefined)
  10.4 | -12.4 | -29.5 | -7.9 | -1.2 | 8.9 | 3.3 | -2.5
[35] COCCn1c(C)cc(C(=O)COC(=O)c2cncc(Br)c2)c1C
  14.4 | -7.5 | 38.3 | 5.4 | -6.3 | 18.0 | 1.0 | -1.3
[36] COc1ccc(/C=N/OCC(=O)Nc2nc3ccccc3s2)cc1OC
  20.9 | 1.1 | 87.1* | 12.7 | -1.1 | 74.7* | 6.8 | -4.3
[37] Cc1ccc(NC(=O)C2C3CCCCC32)cc1[N+](=O)[O-] (centres undefined)
  16.2 | -5.3 | -22.8 | 18.8 | 10.4 | -16.0 | 2.1 | 0.3
[38] Cc1ccc(-n2c(Cl)c(Cl)[nH]c(=O)c2=O)cc1
  3.3 | -3.9 | 5.3 | -6.3 | 4.0 | 0.3 | 2.0 | -4.4
[39] O=C(CCN1C(=O)c2ccccc2C1=O)Nn1cnnc1
  12.1 | 10.2 | -13.7 | -15.2 | 6.8 | 0.5 | -1.8 | 1.0
[40] CCOC(=O)N1CCN(C(=O)c2noc(C(C)C)c2[N+](=O)[O-])CC1
  1.7 | 0.1 | -14.7 | 10.9 | -11.3 | -10.7 | -0.6 | -1.8
[41] Cc1cc(OC(C)C(=O)NCc2ccccn2)c2c(C)c(C)c(=O)oc2c1 (centres undefined)
  -384.5 | -3.1 | -5.0 | -7.3 | -0.7 | 9.2 | -1.8 | 0.0
[42] COc1ccc(S(=O)(=O)N(C)c2ccc(C(=O)NC3CCCC3)cc2)cc1
  5.8 | -9.9 | 11.5 | -0.6 | -11.4 | -5.8 | -1.2 | -0.3
[43] Cc1ccc(S(=O)(=O)NC(=NC2CCCCC2)c2ccc(F)cc2)cc1
  7.7 | -5.7 | -17.2 | -2.8 | -0.7 | -7.8 | -1.3 | -2.0
[44] Cc1nc(N2N=C(c3ccc(Cl)cc3)CC2c2ccco2)sc1C(=O)N(C)C (centres undefined)
  -427.4 | -1.3 | -5.2 | 17.2 | -1.7 | -0.3 | 1.0 | -5.0
[45] Cc1ccc(OC(=O)c2ccc(C)c(C)c2)cn1
  11.5 | 2.4 | -50.3 | 13.9 | -2.8 | 15.3 | -0.2 | -0.1

Some of the entries above in a different format:
19. CCOc1ccc(Br)cc1S(=O)(=O)Nc1ccc(Cl)c(S(=O)(=O)N(C)C)c1
  SENP8 block: 5.1 | HKDC1 inhibitor: -6.8 | SENP6 inh: -10.6 | PfG6PD inh: 0.4 | ATG4B inh: -1.6 | SENP7 inh: -0.4 | MPTP block: 13.9 | NR3A LBD binder: -0.5

26. COc1ccc(C(=O)N(C)Cc2ccon2)cc1OC1CCN(C(C)C)CC1
  SENP8 block: -3.7 | HKDC1 inhibitor: -0.5 | SENP6 inh: -2.9 | PfG6PD inh: 4.8 | ATG4B inh: 17.8 | SENP7 inh: -5.4 | MPTP block: -2.3 | NR3A LBD binder: 0.4

30. N#CC1=C(N)Oc2ccc3ccccc3c2C1c1cccnc1 (centres undefined)
  SENP8 block: 7.4 | HKDC1 inhibitor: 1.9 | SENP6 inh: . | PfG6PD inh: 5.7 | ATG4B inh: -4.7 | SENP7 inh: . | MPTP block: -1.6 | NR3A LBD binder: 1.3

Continuation.
Under each structure: SENP8 block | HKDC1 inhibitor | SENP6 inh | PfG6PD inh | ATG4B inh | SENP7 inh | MPTP block | NR3A LBD binder
[46] O=c1[nH]c(CN2CCN(c3ccccn3)CC2)nc2c(Br)cc(Br)cc12
  44.4* | 7.4 | -20.4 | -23.9 | 3.1 | -9.0 | 2.9 | -4.2
[47] Cc1cccc(N2C(=O)CC(Sc3nc(C)c4c(n3)CCCC4)C2=O)c1 (centres undefined)
  7.2 | -4.7 | -12.6 | -13.6 | -0.1 | -8.1 | -0.3 | -0.1
[48] CCCC1(c2ccccc2)NC(=O)N(CC(=O)Nc2ccc(N3CCOCC3)cc2)C1=O (centres undefined)
  13.3 | -3.7 | -10.7 | 1.4 | -5.5 | 4.2 | -0.4 | 2.6
[49] Clc1ccccc1N1CCN(Cc2ccco2)CC1
  17.2 | -4.2 | -14.9 | 2.7 | 6.5 | -3.7 | -0.2 | -0.7
[50] Cc1cc2cccc(C)c2nc1SCC(=O)NC1CCCCC1
  15.1 | -3.8 | 0.5 | -38.9 | 1.8 | -2.6 | 0.8 | -2.3
[51] COCCNC(=O)CSc1nc2cc3c(cc2c(=O)n1Cc1ccco1)OCO3
  12.9 | 1.4 | 0.6 | -10.8 | 4.0 | 0.6 | 2.5 | 2.2
[52] CCC(C)Oc1cccc(C(=O)Nc2ccccc2N2CCOCC2)c1 (centres undefined)
  4.1 | 5.4 | -19.7 | 12.1 | 10.3 | -3.1 | 2.8 | 8.6
[53] CCCCNC1=C(Br)C(=O)CC(C)(C)C1
  20.5 | -0.4 | -7.6 | -4.1 | 0.1 | 7.0 | -1.3 | -0.2
[54] CCCCc1ccc(NC(=S)NCc2cccc(OC)c2)cc1
  7.6 | -1.1 | 6.0 | -1.3 | 79.8* | 12.2 | 70.4* | 11.0*
[55] Cc1cccc(N(C(=O)CNC(=O)c2cccs2)C(C(=O)NC2CCCC2)c2cccnc2)c1 (centres undefined)
  -0.8 | -3.2 | -33.0 | -5.6 | -5.0 | -10.5 | -0.8 | 8.9
[56] CCc1ccc(C(=O)COC(=O)CNC(=O)c2ccc(N3C(=O)c4ccccc4C3=O)cc2)cc1
  11.8 | -8.0 | -0.2 | -8.2 | -1.8 | 0.6 | 5.4 | -1.7
[57] CC(=O)N(c1ccc(Cl)cc1)c1c[nH]c2ccccc12
  5.0 | 5.7 | -1.7 | 8.9 | -23.7 | 1.7 | -0.1 | 0.8
[58] COc1ccc(S(=O)(=O)N2CCN(C(=O)NCc3ccccc3)CC2)cc1
  19.5 | -0.6 | -6.5 | -5.3 | 0.3 | 2.3 | -1.7 | -1.2

Screening data as filed in PubChem BioAssay.
